Source: PubChem
OXTR potentiate: human OXTR potentiators, primary screen, fluorescence, CHO-OTR cells, Fluo-8 calcium | activation, % at 3 µM | Fluo-8 calcium fluorescence, potentiator mode; 0% = oxytocin EC15, 100% = EC100 | 0.061% of 320,000 active | Oxytocin receptor (Homo sapiens), P30559;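 active means activation above that plate's cutoff, the mean activation of tested compounds plus 3 SD, cut at about 6.6% in these data, passing the limit was not always enough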;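 further: 100% uses oxytocin at 75 nM as the full agonist control; some results filed as inactive read as strong as hits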
Target sequence (P30559 whole entry, looked up): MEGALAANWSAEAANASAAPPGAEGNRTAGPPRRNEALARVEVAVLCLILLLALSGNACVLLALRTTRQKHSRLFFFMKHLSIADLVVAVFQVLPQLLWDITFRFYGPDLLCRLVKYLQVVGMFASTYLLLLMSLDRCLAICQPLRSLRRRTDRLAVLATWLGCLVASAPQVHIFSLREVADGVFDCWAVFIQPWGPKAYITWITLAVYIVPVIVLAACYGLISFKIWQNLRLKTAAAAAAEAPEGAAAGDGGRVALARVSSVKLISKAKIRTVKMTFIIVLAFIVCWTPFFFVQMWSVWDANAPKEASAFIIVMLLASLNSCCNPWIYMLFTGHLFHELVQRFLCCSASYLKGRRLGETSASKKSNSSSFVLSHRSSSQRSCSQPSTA
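Assay system: CHO-OTR cells, human receptor / Also added: oxytocin at about EC15, sub-maximal agonist stimulus / Dosing: single dose, 3.0 µM nominal final compound concentration / Incubation: 6 min pre-incubation, 100 s read / Technique: Fluo-8 calcium dye fluorescence / Read-out: % activation vs EC15 and EC100 oxytocin / Benchmarks: EC15 oxytocin low, 75 nM oxytocin high / Replicates: singlicate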
CHRM1 agonist: human M1 muscarinic receptor agonists, primary screen, Fluo-8 calcium fluorescence, CHO-K1 cells, HTS; Muscarinic acetylcholine receptor M1 (Homo sapiens), P11229; CHO-K1 hM1, agonist mode; 0% DMSO, 100% acetylcholine EC100; activation, % at 3 µM; AID 588814, 2011; 0.33% of 360,000 active;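 active means activation above the run's mean compound activation plus 3 SD, cut at about 16% in these data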;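 further: peak over basal fluorescence ratio within a 140 s kinetic read after compound addition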
TAAR1 antag: human TAAR1 antagonists, primary screen, Fluo-8 calcium fluorescence, CHO RD-HGA16 cells; 1.5% of 360,000 active; inhibition, % at 3 µM; Trace amine-associated receptor 1 (Homo sapiens), Q96RJ0; AID 624466, 2012; antagonist;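 active means inhibition above a per-plate cutoff, the mean inhibition of test compounds on that plate plus 3 SD, cut at about 49% in these data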;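 further: 0% = DMSO plus EC80 beta-PEA response and 100% = DMSO alone without agonist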
Target sequence (Q96RJ0 whole entry, looked up): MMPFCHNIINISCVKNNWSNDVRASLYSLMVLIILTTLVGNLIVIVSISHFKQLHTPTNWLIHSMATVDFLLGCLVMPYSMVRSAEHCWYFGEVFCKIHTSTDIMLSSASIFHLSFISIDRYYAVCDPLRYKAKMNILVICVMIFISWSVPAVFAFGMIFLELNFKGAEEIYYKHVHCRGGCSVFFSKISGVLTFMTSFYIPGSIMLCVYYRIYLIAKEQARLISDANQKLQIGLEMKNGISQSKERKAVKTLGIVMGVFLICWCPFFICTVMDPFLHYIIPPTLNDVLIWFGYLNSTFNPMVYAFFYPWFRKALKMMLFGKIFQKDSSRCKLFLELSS
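Material: RD-HGA16 CHO cells with stable hTAAR1 and Gα16; Dosing: single nominal final test compound concentration of 3 µM; Schedule: seeding 17-24 h prior, 75-min 37 °C, 30-min RT dye loading; Detection: kinetic Fluo-8 calcium fluorescence measurement; Measure: % inhibition from peak post-agonist over basal fluorescence ratio; Benchmarks: vehicle and agonist controls.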
V1R ag counter: agonists of human V1a receptor, primary screen, counter-screen for OXTR agonist project, fluorescence, CHO-V1R cells | Vasopressin V1a receptor (Homo sapiens), P37288 | Fluo-8 calcium fluorescence, agonist mode; 0% DMSO, 100% 3 nM vasopressin | activation, % at 3 µM | 0.25% of 320,000 active;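 active means activation above the mean activation of all tested compounds plus 3 SD, per screening run, cut at about 20% in these data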;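 further: signal is peak over basal fluorescence ratio across a 100 second FLIPR read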
CHRM1 antagonist: human M1 muscarinic receptor antagonists, primary screen, CHO-K1 cells, Fluo-8 calcium fluorescence, 1536-well; Muscarinic acetylcholine receptor M1 (Homo sapiens), P11229; CHO-K1 hM1, ACh EC80 antagonist; inhibition, % at 3 µM; 1.3% of 360,000 active;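 active means percent inhibition above its own plate's cutoff, namely the mean of that plate's compound wells plus 3 SD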;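 further: peak over basal fluorescence ratio during 140 s after agonist addition; 0% = ACh EC80 plus DMSO and 100% = DMSO alone without agonist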
TAAR1 ag: human TAAR1 agonists, primary screen, Fluo-8 calcium fluorescence, CHO RD-HGA16 cells; activation, % at 3 µM; vehicle wells 0%, saturating PEA agonist 100%; 0.99% of 360,000 active;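 active means activation above the mean activation of all test compounds in the run plus 3 SD, cut at about 38% in these data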
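Test system: RD-HGA16 (CHO) cells co-expressing Gα16 and hTAAR1; dosing: one-point dosing at 3 µM (nominal); timing: 17-24 h seeding, 75 min 37 °C dye, 30 min RT; signal: kinetic Fluo-8 calcium fluorescence; read-out basis: % activation relative to PEA EC100 response; controls: DMSO and PEA EC100; replicates: n 1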
CHRM1 PAM: human M1 muscarinic receptor positive allosteric modulators, primary screen, CHO-K1 cells, Fluo-8 calcium fluorescence, 1536-well; 0.088% of 360,000 active; Muscarinic acetylcholine receptor M1 (Homo sapiens), P11229; CHO-K1 hM1, ACh EC20; 0% = ACh EC20, 100% = maximal ACh; activation, % at 3 µM; in the data active means activation above about 19%, passing the limit was not always enough
CHO parental Ca: ATP-evoked calcium signal inhibitors, parental CHO, primary screen, counter-screen for OX1R antagonist project, cell-based, fluorescence, Fluo-8 calcium dye; parental CHO-K1, ATP-induced calcium, Fluo-8 fluorescence; inhibition, % at 5.6 µM; 0.63% of 330,000 active;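 active means inhibition above that plate's mean sample inhibition plus 3 SD, cut at about 26% in these data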;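 further: 0% = ATP-challenged DMSO wells and 100% = DMSO wells without ATP; some compounds past the cut are filed as inactive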
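Test system: parental CHO cells; detection: calcium-sensitive Fluo-8 fluorescence; evaluation: percent inhibition of calcium signal; also added: ATP as calcium-mobilizing challenge; repeats: one well per compound; control set: ATP-challenged DMSO wells low, unchallenged DMSO wells high; compound: single nominal dose of 5.6 µM per compound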
OXTR agonist: human OXTR agonists, primary screen, fluorescence, CHO-OTR cells, Fluo-8 calcium; Fluo-8 calcium fluorescence; normalized: DMSO 0%, oxytocin 100%; Oxytocin receptor (Homo sapiens), P30559; AID 2435, 2010; activation, % at 3 µM; 0.32% of 320,000 active;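 active means activation above the mean of all tested compounds plus 3 SD, cutoff set per screening run, cut at about 20% in these data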;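 further: peak over basal fluorescence ratio from a 100 s FLIPR kinetic read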
The depositor's hits bear a star; nt = no result given.

item	smiles	OXTR potentiate	TAAR1 ag	OXTR agonist	CHO parental Ca	V1R ag counter	TAAR1 antag	CHRM1 antagonist	CHRM1 agonist	CHRM1 PAM
1	CC(=O)Nc1ccc(S(=O)(=O)NC(C)(C#N)C2CC2)cc1 (stereo not drawn)	-2.5	2.4	0.1	9.3	0.6	-26.3	7.9	-3.8	-1.2
2	CCCCCCCCCC(=O)N[C@@H]1c2cc(OC)c(OC)cc2C[C@H]1OCc1ccccc1	nt	2.3	nt	-10.3	nt	-10.9	-10.4	-0.4	3.2
3	O=C(COC(=O)c1ccc(Br)cc1)NC1CCCC1	-0.9	1.6	-0.2	-10.6	0.8	-28.2	-1.1	-5.3	11.3
4	Cc1cc(S(=O)(=O)NCCCN2CCOCC2)c(C)cc1Cl	nt	0.9	nt	nt	nt	-7.4	-14.6	-5.2	11.2
5	CCCCN(C(=O)c1cccc(S(=O)(=O)N2CCN(C)CC2)c1)c1c(N)n(CCCC)c(=O)[nH]c1=O	-0.2	-0.5	-0.4	6.5	-0.1	-7.4	-1.5	-3.5	0.5
6	Cc1ccc(OCC(=O)Nc2nnn(C)n2)c(C)c1	-8.4	12.0	-1.0	-14.4	0.8	-6.7	-8.2	-2.8	8.7
7	COc1ccc(S(=O)(=O)N2CCOCC2)cc1NC(=O)CCc1c[nH]c2ccccc12	-11.4	4.1	1.8	-8.9	2.5	4.0	-2.5	-3.3	2.6
8	CCS(=O)(=O)C(=C1Nc2ccccc2N1)S(=O)(=O)CC	-11.0	19.1	0.0	-11.0	1.3	-1.4	-5.3	-4.0	-3.0
9	O=C(c1cnn2c(C(F)(F)F)cc(-c3cccs3)nc12)N1CCCC1	0.7	-1.2	-0.8	-10.3	-0.6	-66.3	-12.0	-3.0	5.1
10	Cc1oc2cc3oc(=O)c(CC(=O)NCC(=O)N[C@@H](C(=O)O)c4ccccc4)c(C)c3cc2c1C	-3.0	0.7	-0.7	-1.5	0.8	9.1	5.4	2.2	-4.8
11	CCn1cc(SCC(=O)Nc2cc(C)on2)c2ccccc21	-3.6	-0.9	-1.5	-4.9	0.2	-19.1	1.6	-4.2	-4.1
12	COc1cc(-c2cc(=O)c3c(O)c(OC)c(OC)c(OC)c3o2)cc(OC)c1OC	1.6	2.4	0.6	-8.3	-0.2	24.1	-5.8	-2.4	-5.1
13	Cn1c(=O)c2c(nc(SCC(=O)c3ccc(F)cc3)n2C)n(C)c1=O	-6.9	1.8	1.2	-11.0	0.5	-20.5	-5.2	-0.3	8.6
14	Cc1cc(NC(=S)NC(=O)c2ccco2)c2ccccc2n1	-0.7	8.9	-1.6	-15.2	1.0	0.4	-2.9	-6.4	8.8
15	Cc1cccc(OCCCC(=O)NNC(=O)c2ccncc2)c1	nt	4.0	nt	nt	nt	-7.5	-6.9	0.6	7.2
16	CC(C)OC(=O)c1c(NC(=O)CCn2nnc3ccccc32)sc2c1CCCC2	-4.0	3.0	-1.3	-18.2	-1.4	-2.9	-6.4	-5.4	2.6
17	COC(=O)c1nn(-c2nc(-c3ccc(OC)c(OC)c3)cc(C(F)(F)F)n2)cc1[N+](=O)[O-]	-6.8	0.7	-0.3	-13.0	-0.3	-23.0	-3.6	-2.8	3.9
18	COc1ccc(C(=O)Nc2ccc(-c3ccc(C)o3)cc2)cc1S(=O)(=O)N1CCOCC1	-17.4	17.4	-0.5	10.8	3.2	67.8*	15.6	1.5	-11.7
19	COc1cccc(-c2cc(C(=O)Nc3ccc(N(C)C(C)=O)cc3)c3cc(Br)ccc3n2)c1	-7.1	7.8	0.9	-11.6	1.5	60.1*	33.9	-2.9	-13.1
20	CCOC(=O)C1C(c2ccccc2)C(C(=O)OCC)S(=O)(=O)C(CCN(CC)CC)S1(=O)=O (stereo not drawn)	-17.0	1.8	0.4	-7.3	0.7	5.2	-5.7	-4.6	7.2
21	COc1cccc(-c2cccc(-c3nc(C(=O)NCCCN4CCOCC4)cc4c3[C@H](CCO)N(S(=O)C(C)(C)C)C4)c2)c1 (stereo partly drawn)	nt	21.2	nt	nt	nt	52.0*	-7.3	-1.3	-5.4
22	COC(=O)Cc1ccc(OC2(C)CCN(Cc3ccccc3)C2)cc1 (stereo not drawn)	nt	3.5	nt	nt	nt	-12.4	52.7*	-6.4	-26.3
23	CCOC(=O)C1CCCCN1Cc1cccc(OCc2ccccc2)c1 (stereo not drawn)	1.9	-1.6	-0.4	-15.9	-1.2	-3.7	-17.9	0.6	6.1
24	COC(=O)c1ccc2nc(NC(=O)C3CC3)sc2c1	-7.9	-1.0	-1.1	-0.8	-0.4	-18.6	-15.5	-3.4	10.3
25	CC(=O)Nc1ccc(Nc2ncnc(N)c2[N+](=O)[O-])cc1	-3.1	22.2	0.7	-6.3	1.4	-7.3	4.4	-2.5	-0.1
26	Cc1ccc(C)c(N2CCN(S(=O)(=O)c3ccc4[nH]c(=O)c(=O)[nH]c4c3)CC2)c1	-6.7	24.8	-0.4	-12.7	9.5	-3.9	0.4	-5.4	1.4
27	Cn1nnnc1SCC(=O)NCC(=O)c1ccccc1	-4.4	10.1	0.8	0.3	0.6	17.8	-7.9	-0.7	9.2
28	Cc1[nH]c(C)c(S(=O)(=O)NCc2ccco2)c1C(=O)N1CCCCC1	3.9	1.6	0.8	6.9	0.7	-8.8	-8.1	-3.5	11.0
29	COc1ccccc1OCC(O)Cn1c(=N)n(Cc2ccccc2)c2ccccc21 (stereo not drawn)	-4.3	14.7	6.7	-12.6	3.1	3.6	7.8	-5.7	-5.7
30	O=C(O)c1ccc(NC(=S)Nc2ccccc2)cc1	2.9	-0.4	0.4	2.4	-0.2	-10.0	-7.7	-4.8	6.8
31	CCN(CC)c1ccc(/C=N/NC(=O)c2ccc3nc[nH]c3c2)c(O)c1	1.6	nt	-0.6	-4.4	2.7	nt	16.8	-3.5	-10.0
32	Cc1ccc(C(C(=O)NC2CCCC2)N(C(=O)CNC(=O)c2cccs2)c2cccnc2)o1 (stereo not drawn)	-1.7	12.3	-1.1	-23.6	-0.5	3.5	3.4	-2.4	2.4
33	CCc1ccc2[nH]c(C(=O)N(C)c3ccc(F)cc3F)cc2c1	-17.6	9.2	-1.1	-17.1	0.0	-10.3	-12.3	-2.9	22.5
34	C[C@H](CO)N1C[C@H](C)[C@H](CN(C)Cc2ccncc2)Oc2ncc(Br)cc2C1=O	nt	0.1	nt	nt	nt	-4.9	-6.8	-4.2	0.6
35	CCCN(CCC)CCCNC(=O)c1cc2c(=O)n(CC)c3ccccc3c2s1	-4.2	-1.2	0.3	-15.8	1.2	-3.9	-3.6	-9.2	-4.7
36	Cc1cc(F)ccc1NC(=O)C1CCN(C(=O)Nc2ccccc2)CC1	-5.3	nt	0.6	-7.4	-0.3	nt	-3.9	-2.5	5.3
37	CCOC(=O)C1=NNC2C(=O)N(Cc3ccccc3)C(=O)C12 (stereo not drawn)	3.7	1.3	1.1	-16.6	1.2	-25.5	-6.4	0.3	3.1
38	O=c1cc2c(nn1Cc1c(Cl)cccc1Cl)-c1ccccc1CC2	-9.5	13.7	1.1	-26.0	-0.3	3.7	1.9	-4.0	-11.5
39	COc1ccc(C(C#N)c2nc3ccccc3nc2Cl)cc1 (stereo not drawn)	nt	1.3	nt	nt	nt	-3.4	8.2	-4.7	1.2
40	CN1CCC(=NNC(=O)C(=O)Nc2cccc(Br)c2)CC1	-3.3	6.8	1.2	-26.2	2.3	7.5	-8.9	-5.4	7.7
41	CCOC(=O)N1CCC(NC(=O)c2cccs2)CC1	-3.8	9.8	-0.2	0.5	-0.1	11.8	-13.7	-2.7	1.1
42	COc1ccccc1NC(=O)COc1cc(Br)c(CNCCCN2CCOCC2)cc1OC	-10.2	2.6	0.4	-19.2	0.0	-14.7	1.9	-5.7	-6.7
43	O=C(CSc1nnc(Cc2cc(=O)[nH]c(=O)[nH]2)n1-c1ccc(Cl)cc1)NCC1CCCO1 (stereo not drawn)	4.0	1.4	0.7	-7.9	-0.1	7.7	-10.4	-1.7	12.0
44	O=C(Nc1ccc(NC(=O)C2CC2)nc1)c1cnccn1	-1.8	1.4	0.5	-8.2	0.8	-3.2	-10.4	-4.7	10.8
45	O=S(=O)(Nc1ccncc1Cl)c1ccccc1	-16.3	0.1	0.4	3.6	0.0	-8.2	5.5	-2.2	-3.1
46	CCOc1ccc(-n2c(C)c(C(=O)O)c3cc(OC)ccc32)cc1	-2.4	-3.3	-1.6	-14.1	-1.2	-12.5	-17.7	-3.5	18.9
47	COc1ccc2oc(C(=O)c3ccccc3)c(N)c2c1	-13.4	5.7	2.3	-11.2	-0.3	-5.4	nt	nt	nt
48	NS(=O)(=O)c1ccc(NC(=O)CN2C(=O)CCC2=O)cc1	2.5	0.5	1.6	2.7	0.6	-4.7	-10.1	-1.8	8.8
49	COc1ccc(NC(=O)c2ccc(C)cc2)c[n+]1[O-]	nt	-0.5	nt	nt	nt	-22.3	-4.1	-4.8	5.1
50	CCOc1cc(C2c3c(n[nH]c3C)C(=O)N2c2ccc(Br)cc2)ccc1O (stereo not drawn)	-9.9	2.9	0.8	-5.7	2.5	-19.2	-14.2	-1.5	2.6
51	O=C(CCc1nc(-c2ccccc2Cl)no1)NCc1ccco1	-2.5	9.9	-1.0	-2.9	0.1	-24.6	-10.2	-2.6	6.6
52	CCC(C)(CC(=O)Nc1nccs1)c1ccccc1 (stereo not drawn)	-5.4	2.5	-0.2	-4.6	1.1	4.6	3.2	-3.9	0.8

Three entries out of the list above, ordered by the number in CHRM1 PAM, smallest number first.
#	mol	OXTR potentiate	CHRM1 antagonist	CHRM1 agonist	CHRM1 PAM
52	CCC(C)(CC(=O)Nc1nccs1)c1ccccc1 (stereo not drawn)	-5.4	3.2	-3.9	0.8
50	CCOc1cc(C2c3c(n[nH]c3C)C(=O)N2c2ccc(Br)cc2)ccc1O (stereo not drawn)	-9.9	-14.2	-1.5	2.6
49	COc1ccc(NC(=O)c2ccc(C)cc2)c[n+]1[O-]	nt	-4.1	-4.8	5.1
